Screening results: PubChem, National Center for Advancing Translational Sciences (NCATS)
Pf Dd2 growth – Plasmodium falciparum Dd2 growth inhibition | P. falciparum Dd2 growth, SYBR Green, 72 h | Potency, µM (highest dose often 28.9 µM), inactives show top-dose activity, negative = inhibition, hits mostly inhibitors | hit rate 4.3% among 120,000 | AID 1347417; active = well fitted inhibition curve with a large enough effect; inconclusive = small, poorly fitted or top-dose-only effect; inactive = no such curve, though single readings can be large or run the other way;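 note: plate controls were DMSO vehicle for no effect and reference drug for full effect; nearly all actives have a fitted effect of over 65% in size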
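Readout: SYBR Green fluorescence, 485 nm excitation, 535 nm emission, after ~16 h lysis at 37C. Before that, Dd2-infected red cells (2.5% hematocrit) grew 72 h with compound, 29 uM top final concentration.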
Numbers without * were called inactive; i = inactive; ? = inconclusive; [ ] = another dose, or the depositor's remark. Potency is the fitted concentration of half-maximal effect. Not all compounds are listed. The share of hits here may be higher or lower than overall.

SMILES	Pf Dd2 growth
C[S+](=O)([O-])N1CCC(Cn2ccc3c(N4CCOCC4)nc(-c4ccc(CO)cc4)cc32)CC1	-1%
O=S(=O)(c1ccccc1)c1nnn2c1nc(NCc1ccc(F)cc1)c1sccc12	-14%
CN(C)c1ccc(NC(=S)N[C@H]2CO[C@H]3[C@@H]2OC[C@H]3OC(=O)Nc2cccc3ccccc23)cc1	?
CCOC(=O)c1ccc(CN(Cc2ccc(C)cc2)S(=O)(=O)c2ccc(NC(C)=O)cc2)cc1	7%
CCn1ncc(CN2C[C@@H](CO)[C@H](c3ccncc3)C2)c1C	-9%
O=C(Cc1cccc(Cl)c1)N1CCn2c(nn(-c3ccc(F)cc3)c2=O)C1	-1%
O=C(CN1C(=O)NC(c2ccccc2Cl)C2=C1COC2=O)Nc1ccc(F)c(Cl)c1 (stereo not drawn)	?
CC(C)(C)OC(=O)N1CC(N2CCCCC2)C1	6%[44.1 µM]
CC(C)=CCN1CC2(CCN(S(=O)(=O)c3cccs3)CC2)CC1=O	i
COc1ccc(CCNC(=O)Cn2c(-c3cccs3)cc3cc(F)ccc32)cc1OC	?
CCOCCn1cnc(-c2ccccc2)c1-c1cccc(C#N)c1	i
CCN1CCN(C(=O)c2cnn(-c3ccc(F)cc3)c2-n2cccc2)CC1	?
Cc1noc(C2CCCCN2C(=O)c2ccc(-c3ccccc3Cl)o2)n1 (stereo not drawn)	-19%
Cc1noc(-c2cn(C3CCN(C(=O)c4cccc(Br)c4)C3)nn2)n1 (stereo not drawn)	0%
CCN(CC)CCNC(=O)c1sc2nc3n(c(=O)c2c1C)CCCCC3	?
COCc1c(C(=O)N[C@H](c2ccc(OC)nc2)C2CC(O)C2)noc1C (stereo partly drawn)	1%
COCc1nc(C2CCCN(C(=O)NCC(C)C)C2)no1 (stereo not drawn)	-9%
O=C(CCc1ccccc1)N1CCCC(n2cc(-c3nc(-c4ccccc4)no3)nn2)C1 (stereo not drawn)	?
Cc1cc2c(cc1S(=O)(=O)CCC(=O)N1CCC(C)CC1)OCC(=O)N2	2%
COc1ccccc1CCC(=O)NC1CCc2nn(CC3CC3)c(=O)n2CC1 (stereo not drawn)	-18%
O=C(CCC1N=C2c3ccccc3N=C(SCc3cccc(F)c3)N2C1=O)NCc1cccs1 (stereo not drawn)	-19%
O=C(NC1CCN(c2nc3ncccc3o2)CC1)c1ccc(Cl)nc1	i
COc1cccc2c1OCCCN(C(=O)CC1COCCN1)C2 (stereo not drawn)	1%
CCOc1cc(CN2CCOc3ccc(C(=O)NCc4ccccc4F)cc3C2)ccc1O	-7%
Cc1ccc(/C=C/c2onc(C)c2S(=O)(=O)N2CCC(C(=O)N3CCN(c4cc(C)ccc4C)CC3)CC2)cc1	8.9µM*
Cc1ccn2c(=O)cc(COc3ccc(NC(=O)COc4ccccc4)cc3)nc2c1	-21%
Cc1cc(C(=O)NC[C@@H]2OC[C@@]3(C)[C@H]4CC[C@@H](O)[C@@H](CC(=O)N5CCCC5)[C@]4(C)CC[C@H]3O2)no1	i
COc1ccc(C)cc1NC(=O)C1CCCN(c2ncnc3onc(C)c23)C1 (stereo not drawn)	?
CCC(=O)N(C1CCOCC1)C1CCN(S(=O)(=O)c2ccc(F)cc2F)CC1	?
COc1ccc(OC)c(-c2nc3c(C)cccc3cc2CN2CCN(C)CC2)c1	?
COc1cc(NC(=O)Cn2c(=O)n(C(C)C)c(=O)c3oc4ccccc4c32)cc(OC)c1	i
COc1ccc(CNC(=O)N2CCCC(Cc3nncn3C(C)C)C2)cc1 (stereo not drawn)	-17%
Cc1cccc(NC(=O)N2CCC(CC(=O)NC3CC3)C2)c1 (stereo not drawn)	-20%
COc1ccc(NC(=O)C2CN(S(=O)(=O)c3cccnc3)CC23CCCCC3)cc1 (stereo not drawn)	-26%
COc1cc(CNc2ccc3[nH]c(=O)[nH]c3c2)cc(Br)c1OCc1ccc(F)cc1	13µM*
COc1ccc(-c2[nH]nc3ncc(-c4cccnc4)nc23)c(C)c1	i
COc1ccc(C(=O)N[C@H]2C[C@@H](Cc3cc(CN4CCOCC4)on3)C2(C)C)cc1	?
COc1ccc(-c2cc(N3CCCC(NC(=O)c4ccc(F)cc4Cl)C3)n[nH]2)cc1 (stereo not drawn)	-13%
Cc1ccc(-c2onc(C)c2C)cc1S(=O)(=O)N1c2ccccc2CC1C (stereo not drawn)	?
COc1ccc(C(=O)N2C(C(=O)N3CCCC3)COC23CCN(C(=O)CC(C)(C)C)CC3)cc1 (stereo not drawn)	-21%
Cc1ccccc1C(=O)c1cccn1CC(=O)NCc1ccc(Cl)cc1	30%
O=C(c1ccc(C(F)(F)F)cc1)N1CCC2(CC1)C(=NC1CCCCC1)NC(=O)N2c1cc(F)cc(F)c1	?
COCC1CN(C)CC12CCN(C(=O)c1cc3ccccc3[nH]1)CC2 (stereo not drawn)	?
Cn1nc2n(c1=O)CCN(S(=O)(=O)c1ccc3c(c1)OCCO3)CC2	37%[activator]
COc1cccc(C(=O)NC2CCN(c3nc4ncccc4o3)CC2)c1	9%
CCOC(=O)c1cnc2ccccc2c1Nc1cccc(OC)c1	?
CC(=O)N1CCC(C(=O)N2CCCN(c3cc(-c4ccc(Cl)cc4)[nH]n3)CC2)CC1	-17%
C=CCNC(=O)[C@@H]1CCCN1[C@@H](C(=O)NC)c1ccccc1OC	i
CC1=C(C(=O)Nc2ccccc2)C(c2ccccn2)n2nc(SCc3ccccc3)nc2N1 (stereo not drawn)	0%
Cc1nn(C)cc1NC(=O)CN1CCC(=O)N(CC2CC2)C(C(C)C)C1 (stereo not drawn)	18%
Cc1cccc(Cn2c(=O)n(Cc3ccccc3)c(=O)c3c2c2cc(C)ccc2n3C)c1	28%
COc1ccc(N(C)C(=O)c2cn(C3CCCCC3)c(=O)c3c2c2ccccc2n3C)cc1	?
Cn1c(=O)c2c(nc(NCCc3ccccc3)n2Cc2ccc(Cl)cc2)n(C)c1=O	?
O=C(Nc1ccccc1)c1cccc2c(=O)c3c([nH]c12)CCCC3	4.5µM*
CCC(=O)N1c2ccccc2CC1C(=O)NCCc1ccc(OC)c(OC)c1 (stereo not drawn)	19%
CC1=C[C@@H](CNC(=O)COCC(=O)O)[C@H](C(C)C)C[C@H]1Cc1nc2c(C)cccc2[nH]1	?
CCCCOc1ccc(C(=O)Nc2cccc(-c3nc4cccnc4s3)c2)cc1	i
CC(C)c1noc(CC2CCN(C(=O)c3ccc(F)cc3)CC2)n1	17%
N#Cc1cccc(CN2CC[C@H](c3nnc(-c4ccco4)o3)C2)c1	?
CCOC(=O)C1=C(CS(=O)(=O)c2ccc(C)cc2)NC(=O)NC1c1ccc(C(C)C)cc1 (stereo not drawn)	?
(more compounds)
SMILES	Pf Dd2 growth
O=C1NN=C(c2ccccn2)C12CCN([S+](=O)([O-])c1cccc(C(F)(F)F)c1)CC2	?
COc1ccc(SCCNC(=O)C2NCCc3[nH]cnc32)cc1 (stereo not drawn)	-8%
O=C(NCc1cc2n(n1)CCCNC2)C1Cc2ccccc2S(=O)(=O)N1 (stereo not drawn)	-13%
O=C(c1ccc(CN2C(=O)NC3(CCS(=O)(=O)CC3)C2=O)cc1)N1CCCCCC1	-8%
CC(C)N1CCN(C2CCOC3(CCN(S(=O)(=O)c4ccccc4)CC3)C2)CC1 (stereo not drawn)	i
O=C(NC1CCN(c2cc(-c3ccccc3)[nH]n2)C1)c1cccs1 (stereo not drawn)	?
COc1ccc(OC)c(CCNC(=O)c2cnn(-c3ccc(C)cc3C)c2C2CCN(C(=O)OC(C)(C)C)CC2)c1	-12%
Cc1nn(CC(=O)N2CCN(c3cccc(Cl)c3)CC2)c(=O)c2c1sc1ccccc12	14%
COc1ccccc1Nc1ncc2c(n1)CN(C(=O)c1ccc(Oc3ccccc3)cc1)CCN2	8.9µM*
O=C(c1ccc(Cl)cc1)N1CCC(n2c(=O)[nH]c3ccccc32)CC1	17%
COc1cccc(CC(=O)N2CCCCCNC(=O)[C@@H]3CCC[C@@H]32)c1	-1%
COC1C(=O)N(C2CCN(S(=O)(=O)C(C)C)CC2)C12CCOCC2 (stereo not drawn)	9%
CCOC(=O)c1scc(-c2ccc(C)cc2)c1S(=O)(=O)Nc1cc(C)ccc1C	i
Cc1cncc(C(=O)N2CCC3(CC2)CN(C2CCC2)CC3CO)c1 (stereo not drawn)	9%
O=C(NCCC1CCN(C(=O)Nc2cccc(F)c2)CC1)C1CCC1	i
COc1ccc(NC(=O)C2CCCCC(=O)N2)cc1F (stereo not drawn)	-8%
CCc1nc(-c2c3n(c(=O)n(CC(=O)NC(C)(C)C)c2=O)CCCC3)no1	38%[activator]
COc1cccc(CN2CCc3nc(SCC(=O)Nc4ccccc4)[nH]c(=O)c3C2)c1	30%[activator]
COCC(=O)NC[C@@H]1C=C(C)[C@H](Cc2nnc(-c3cncn3C)o2)C[C@H]1C(C)C	i
COc1ccc(N2C(=O)NC(NS(=O)(=O)c3ccc(Cl)cc3)(C(F)(F)F)C2=O)cc1 (stereo not drawn)	10%
Cc1ccc(NC(=O)N2CCCC(c3nc(-c4cccnc4)no3)CCNC(=O)CC2)cc1C (stereo not drawn)	?
CCCCN(C)C(=O)c1ccc2c(c1)N(Cc1ccc(F)cc1)C(=O)c1ccccc1S2(=O)=O	-83%
O=C(c1ccoc1)N1CCC[C@H](n2c(=O)n(Cc3ccccc3)c3cccnc32)C1	?
CCc1cccc(C)c1NC(=O)c1cc2ccccc2o1	?
CC(=O)c1ccc(N2CCN(c3nc4c(S(=O)(=O)c5ccc(C)c(C)c5)nnn4c4ccc(Cl)cc34)CC2)cc1	?
COc1cccc(NS(=O)(=O)c2ccc3c(c2)[C@H]2C=CC[C@H]2[C@@H](c2ccccc2Cl)N3)c1	10µM*
c1ccc(-c2noc(-c3ccn4c(CN5CCN(c6ccccn6)CC5)nnc4c3)n2)cc1	?
Cc1cc(C(=O)NCC2(COc3ccccc3)C[C@@H](O)[C@@H](O)C2)no1 (stereo partly drawn)	i
O=C(Nc1ccc(C2(C(=O)NCc3ccc(F)c(Cl)c3)CCC2)cc1)C1CC1	-1%
Cc1ccc2c(=O)c(C(=O)c3cccc(Cl)c3)cn(CC(=O)NCc3ccccc3)c2n1	i
COCCN1C(=O)CS(=O)(=O)C12CCN(C(=O)c1ccc(C)c(F)c1)CC2	14%
CC(=O)Nc1c(C)nn(-c2ccccc2)c1N1CCC(C(=O)Nc2cccc(C(F)(F)F)c2)CC1	?
CCc1noc(-c2ccn3c(CNC(=O)c4ccc(OC)c(F)c4)nnc3c2)n1	i
Cc1noc([C@@H]2CN(C(=O)CCc3nc4ccccc4[nH]3)C[C@H]2C(N)=O)n1	14%
COc1ccccc1C(=O)Nc1nnc(SCc2cc(=O)n3ccc(C)cc3n2)s1	3%
O=c1c2sc3ccccc3c2n(Cc2cccc(C(F)(F)F)c2)c(=O)n1Cc1ccc(F)cc1	11µM*
CC(C)(C(=O)O)c1cnc(N2CCN(CCO)CC2)nc1N1CCOCC1	-5%
CN1C[C@@H](NC(=O)C2CC2)C[C@H]1c1nc(-c2ccncc2)no1	i
COC1CCN(C(=O)c2cnc3c(c2)N(C(=O)Cc2cn(C)c4ccccc24)CCC3)CC1	i
Cc1nn(C(=O)c2ccc(Br)cc2)c(C)c1S(=O)(=O)N1CCOCC1	17%
Cc1cn2nc(C(=O)N3CCCCC3)cc2c(N(C)Cc2ccccc2)n1	7.1µM*
O=C(NCCc1ccccc1)c1ccc2c(c1)N(Cc1c(F)cccc1Cl)C(=O)CS2	i
O=C(O)c1ccc(-n2c(/C=C\c3ccc(O)cc3)nc3ccccc3c2=O)cc1	i
CN(C)[C@H]1CCCCN(C(=O)c2coc(CN3CCOCC3)c2)C1	-8%
CCOC(=O)Cc1ccc(NC(=O)N2CCC(CN3CCC(C)CC3)CC2)cc1	-11%
O=C(N[C@@H]1CN(Cc2ccc(Cl)c(F)c2)C[C@H]1CO)C1CCC1	-27%

14 entries already listed, ordered by molar mass, smallest number first.
SMILES	Pf Dd2 growth
COCc1nc(C2CCCN(C(=O)NCC(C)C)C2)no1 (stereo not drawn)	-9%
CCn1ncc(CN2C[C@@H](CO)[C@H](c3ccncc3)C2)c1C	-9%
CN1C[C@@H](NC(=O)C2CC2)C[C@H]1c1nc(-c2ccncc2)no1	i
COc1cccc2c1OCCCN(C(=O)CC1COCCN1)C2 (stereo not drawn)	1%
O=C(NC1CCN(c2cc(-c3ccccc3)[nH]n2)C1)c1cccs1 (stereo not drawn)	?
Cc1cncc(C(=O)N2CCC3(CC2)CN(C2CCC2)CC3CO)c1 (stereo not drawn)	9%
Cc1ccccc1C(=O)c1cccn1CC(=O)NCc1ccc(Cl)cc1	30%
COc1ccc(CNC(=O)N2CCCC(Cc3nncn3C(C)C)C2)cc1 (stereo not drawn)	-17%
Cc1noc(C2CCCCN2C(=O)c2ccc(-c3ccccc3Cl)o2)n1 (stereo not drawn)	-19%
O=C(c1ccc(CN2C(=O)NC3(CCS(=O)(=O)CC3)C2=O)cc1)N1CCCCCC1	-8%
COc1ccccc1C(=O)Nc1nnc(SCc2cc(=O)n3ccc(C)cc3n2)s1	3%
O=C(CN1C(=O)NC(c2ccccc2Cl)C2=C1COC2=O)Nc1ccc(F)c(Cl)c1 (stereo not drawn)	?
Cc1nn(CC(=O)N2CCN(c3cccc(Cl)c3)CC2)c(=O)c2c1sc1ccccc12	14%
COc1ccc(OC)c(CCNC(=O)c2cnn(-c3ccc(C)cc3C)c2C2CCN(C(=O)OC(C)(C)C)CC2)c1	-12%
